Chronic BCR inh = chronic active BCR signaling inhibition; Potency, µM (series often up to 46.1 µM), without a hit: at the top dose ratio change, negative = lower green/red ratio, most hits filed as inhibitors; 0.05% of 340,000 active; ABC-DLBCL IkBa-CBG/CBR reporter, luminescence ratio, 4 h; active = well fitted inhibition curve with a large enough effect in the signal ratio, with a control signal flat, not every such curve was filed as active; inconclusive = small, poorly fitted or top-dose-only effect, or effect the other way, or a change in a side signal; the % refers to the signal ratio;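 note: potency is the fitted concentration of half-maximal effect; plate controls were basal doxycycline-induced cells for no effect and cells given 10 µM MG132 for full effect; MG132 reads +100%, hits lower the ratio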
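TMD8 human ABC-DLBCL cells with doxycycline-inducible IκBα–green luciferase fusion and unfused red luciferase, in 0.5% FBS medium; compounds up to 46 uM, 4 h at 37C. Green/red luminescence ratio, filter-overlap corrected, fitted to concentration-response curves.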
PKM2 act = activators of human pyruvate kinase M2. Potency, µM (series often up to 57.5 µM), without a hit: at the highest dose activation, hits mostly activators. P14618. 0.34% of 260,000 active. purified PKM2, Kinase-Glo ATP luminescence, activation; response scale: 0% is enzyme alone, no compound. AID 1631; note: potency is the fitted concentration of half-maximal effect; % is set by controls: 0 for no effect and ±100 for the full control effect; nearly all actives have a fitted effect of over 55% in size
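Kinase-Glo luminescence reports ATP generated from ADP (0.1 mM) and PEP (0.5 mM) by purified hPK-M2 after 1 h at room temperature, pH 7.2 imidazole buffer; intermediate enzyme activity allows detecting inhibitors and activators.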
S-ASM inh = blocks human secretory acid sphingomyelinase; P17405; placental ASM, HMU-PC fluorogenic substrate, 60 min; Potency, µM (titrated, usually from 57.5 µM), for the others: at the top dose activity change, negative = inhibition, usual class: inhibitors; 0.006% of 340,000 active; note: potency is the fitted concentration of half-maximal effect
Target sequence (P17405 47-631 limits assumed): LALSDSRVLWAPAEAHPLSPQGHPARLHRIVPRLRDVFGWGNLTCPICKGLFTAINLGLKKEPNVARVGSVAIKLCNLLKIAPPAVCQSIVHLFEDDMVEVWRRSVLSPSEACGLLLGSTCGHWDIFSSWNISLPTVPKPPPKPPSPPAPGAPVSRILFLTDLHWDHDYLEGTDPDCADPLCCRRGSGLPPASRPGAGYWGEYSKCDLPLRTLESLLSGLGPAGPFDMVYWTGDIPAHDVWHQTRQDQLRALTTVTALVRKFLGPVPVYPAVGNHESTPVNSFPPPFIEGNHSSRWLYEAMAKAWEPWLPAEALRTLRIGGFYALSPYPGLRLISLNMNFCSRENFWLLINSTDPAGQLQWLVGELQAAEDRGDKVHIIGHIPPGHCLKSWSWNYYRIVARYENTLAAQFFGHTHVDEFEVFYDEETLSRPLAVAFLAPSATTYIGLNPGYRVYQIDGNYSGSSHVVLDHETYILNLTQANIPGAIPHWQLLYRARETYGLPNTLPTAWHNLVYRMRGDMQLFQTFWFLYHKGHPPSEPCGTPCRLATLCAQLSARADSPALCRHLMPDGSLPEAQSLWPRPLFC
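Steps: dispense placental human ASM, pin compound, wait 10 min at room temperature, add HMU-PC0 substrate at 9 uM final, incubate 60 min at 37 °C, add stop solution raising pH to 10, read fluorescence.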
Giardia kill = kills Giardia lamblia; activity change, % at 7.66 µM, hits read low; AID 540267; Giardia lamblia trophozoite viability; 0.15% of 340,000 active; in the data active = activity change below about -80%; inconclusive = between about -30% and that limit;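 note: parasites exposed to compound for two days anaerobically before the ATP read; % is set by controls: 0 for no effect and ±100 for the full control effect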
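Media and compound were dispensed first, then trophozoites at 100 cells/well; plates sat 48 hrs at 37 deg C without oxygen before ATP luminescence reagent was added and read after 15-30 min at room temperature.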
Menin-MLL TR inh = menin-MLL binding inhibition, Texas Red mutant peptide; O00255; Menin + Texas Red MLL mutant peptide, fluorescence polarization; Potency, µM (doses to about 61.6 µM), without a hit: top-dose FP activity change, negative = inhibition, hits mostly inhibitors; 0.23% of 270,000 active; active = well fitted inhibition curve with a large enough effect in the polarisation, with a control signal flat, not every such curve was filed as active; inconclusive = small, poorly fitted or top-dose-only effect, or effect the other way, or a change in a side signal; inactive = no such curve, though single readings can be large or run the other way; the % refers to the polarisation; note: potency is the fitted concentration of half-maximal effect; % of control where 0% means no effect; many of its hits are not listed in these tables
B2AR arrestin = beta2AR (human) beta-arrestin recruitment activity; P07550; beta-arrestin recruitment to beta2AR, cell-based reporter; Potency, µM (highest dose often 46.1 µM), for inactives: top-dose activation, actives largely listed as activators; 0.02% of 330,000 active; AID 492947;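 note: potency is the fitted concentration of half-maximal effect; 0% = DMSO controls and full agonism = EC100 isoproterenol or metaproterenol; nearly all actives have a fitted effect of over 65% in size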
Tb PFK block = inhibitors of T. brucei phosphofructokinase. T. brucei PFK, ADP-Glo luminescence. Potency, µM (titrated, usually from 57.5 µM), for inactives: at the highest dose activity, negative = inhibition, actives largely listed as inhibitors. 0.17% of 330,000 active. AID 485367;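 note: potency is the fitted concentration of half-maximal effect; 0% = uninhibited 1x PFK enzyme wells and -100% = no-enzyme wells; nearly all actives have a fitted effect of over 60% in size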
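Luminescent ADP detection (ADP-Glo, two-step: ATP depletion then ADP-to-ATP conversion for luciferase) reported PFK activity after 45 min room-temperature reaction of 1.25 nM enzyme with 0.5 mM F6P and 0.1 mM ATP at pH 8.0.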
FBPA coupling cs = inhibits coupling enzyme system, counter-screen for aldolase hits; coupling enzyme system counterscreen, AmpLite Red fluorescence; activity change, negative = inhibition, % at 58.2 µM, hits read low; 0.67% of 290,000 active; AID 2472; in the data active = activity change below about -30%; note: % is set by controls: 0 for no effect and ±100 for the full control effect
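Final compound at 57.5 uM, incubated 10 min at RT with coupling enzyme reagent (glyceraldehyde-3-phosphate), then 20 min with substrate and AmpLite Red detection. Fluorescence read at 525/598 nm; tests interference with the coupling assay, not aldolase inhibition.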
a7 integrin act = activators of alpha7 integrin expression for muscular dystrophy | alpha7betagal myoblasts, beta-gal FDG fluorescence, 48 h | Potency, µM (series often up to 38.3 µM), for the others: at the highest dose activation, actives largely listed as activators | AID 624291 | 0.064% of 350,000 active;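 note: potency is the fitted concentration of half-maximal effect; 100% = response of the positive control SU9516; nearly all actives have a fitted effect of over 60% in size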
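Alpha7betagal+/- myoblasts (passage 13) were plated 16-24 hr, then exposed to compounds (1:260 dilution of DMSO stock) for 48 hours at 37C. After MPER lysis, β-galactosidase reporter activity was read as FDG fluorescence (ex 480/em 540) after 30 minutes.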
GALK inhibitor = blocks human galactokinase activity; P51570; Purified GALK, Kinase-Glo residual ATP luminescence; Potency, µM (highest dose often 57.5 µM), for the others: top-dose activity change, negative = inhibition, hits mostly inhibitors; 0.007% of 270,000 active; AID 1868; note: potency is the fitted concentration of half-maximal effect; % is set by controls: 0 for no effect and ±100 for the full control effect
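The enzyme phosphorylates galactose (100 uM) using ATP (35 uM); inhibition is detected as higher residual ATP, quantified by bioluminescence after 1 h reaction at room temperature, pH 8.0.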
PTAP TSG101 blk = blocks PTAP/TSG101 interaction to inhibit HIV-1 budding. Q99816. Fluorescence polarization, FITC-PTAP peptide / Tsg101 binding. Potency, µM (highest dose often 115 µM), for inactives: at the top dose activity change, negative = inhibition, actives largely listed as inhibitors. 340,000 tested, under 10 active; active = well fitted inhibition curve with a large enough effect in the main read-out, with a control signal flat, not every such curve was filed as active; inconclusive = small, poorly fitted or top-dose-only effect, or effect the other way, or a change in a side signal; inactive = no such curve, though single readings can be large or run the other way; note: potency is the fitted concentration of half-maximal effect; % of control where 0% means no effect
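Steps: Tsg101 binding domain dispensed (10 uM final), compounds pinned in DMSO, FITC-labeled PTAP-motif peptide added (50 nM final); after 20 min binding at room temperature, polarization measured.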
Starred values were filed as active, the others as inactive; ? = inconclusive; . = no result given; [ ] = another dose, or the depositor's remark. Unless noted, calls come from the whole dose curve; as a rule, active = well fitted curve in the direction sought with a large enough effect; inconclusive = small, poorly fitted or top-dose-only effect, or another doubt; inactive = no such curve, though single readings can be large; an effect the other way counts as inactive or inconclusive. An excerpt, so the mix of outcomes need not match the whole.

Letter code: A = Chronic BCR inh; B = PKM2 act; C = S-ASM inh; D = Giardia kill; E = Menin-MLL TR inh; F = B2AR arrestin; G = Tb PFK block; H = FBPA coupling cs; I = a7 integrin act; J = GALK inhibitor; K = PTAP TSG101 blk
#1 COc1cccc(CN2C(=O)NC3(CCCCCC3)C2=O)c1
  A: 1% | B: -3% | C: 0% | D: 28 | E: ? | F: -0.3% | G: 0% | H: 6 | I: -2% | J: 3% | K: -1%

#2 O=C(CSc1nc2cc(Cl)ccc2o1)NCCc1ccccc1
  A: 6% | B: 0% | C: -3% | D: -8 | E: -3% | F: -2.7% | G: 2% | H: 1 | I: 17% | J: 0% | K: .

#3 O=C(NCc1ccco1)c1cc(-c2ccc(F)cc2)on1
  A: ? | B: -3% | C: -2% | D: -4 | E: 10% | F: -0.4% | G: -1% | H: -1 | I: -8%[7.66 µM] | J: -1% | K: -4%

#4 Cc1ccc(-n2ncc(C(=O)NC3CC3)c2C2CCN(C(=O)OC(C)(C)C)CC2)cc1
  A: 5% | B: -4%[0.46 µM] | C: 2% | D: -3 | E: -20% | F: -0.8% | G: -7% | H: 6 | I: -1% | J: -2% | K: -7%

#5 CCN(CC(=O)Nc1ccccc1C(F)(F)F)C(=O)CCc1nc2sc3c(c2c(=O)[nH]1)CCCC3
  A: -7% | B: . | C: . | D: -3 | E: . | F: -0.1% | G: -26% | H: . | I: 8% | J: . | K: -2%

#6 CC1CCN(CCCNC(=O)C2CCCN(c3ncnc4c3nc3n4CCCCC3)C2)CC1 (stereo unspecified)
  A: -17% | B: . | C: 2% | D: -2 | E: 2% | F: -0.4% | G: 1% | H: 1 | I: 2% | J: 2% | K: -4%

#7 O=C(Nc1oc2ccccc2c(=O)c1-c1ccc(Cl)cc1)c1ccco1
  A: 3% | B: 2%[0.46 µM] | C: -2% | D: -22 | E: 22% | F: -0.5% | G: -2% | H: -4 | I: -2% | J: 7% | K: -4%

#8 CN(C(=O)CSc1nnc(-c2cccnc2)o1)C1CCCCC1
  A: -1% | B: . | C: 2% | D: ? | E: . | F: 0.0% | G: 3% | H: . | I: 0% | J: . | K: 0%

#9 CCc1nc(CNC(=O)c2cc(OC)c(OC)c(OC)c2)no1
  A: -21% | B: -22% | C: 5% | D: -6 | E: -8% | F: -0.2% | G: -1% | H: -4 | I: 0% | J: 2% | K: -2%

#10 CCOC(=O)/C=C1\SCC(=O)N1CC(=O)NCCc1ccc(F)cc1
  A: 7% | B: -1% | C: -1% | D: 11 | E: 3% | F: 0.0% | G: -5% | H: 8 | I: 3% | J: 0% | K: 1%

Arranged by length of the SMILES (largest number first): part of the list above.
Letter code: A = Chronic BCR inh; B = PKM2 act; C = S-ASM inh; D = Giardia kill; E = Menin-MLL TR inh; F = B2AR arrestin; G = Tb PFK block; H = FBPA coupling cs; I = a7 integrin act; J = GALK inhibitor; K = PTAP TSG101 blk
#5 CCN(CC(=O)Nc1ccccc1C(F)(F)F)C(=O)CCc1nc2sc3c(c2c(=O)[nH]1)CCCC3
  A: -7% | B: . | C: . | D: -3 | E: . | F: -0.1% | G: -26% | H: . | I: 8% | J: . | K: -2%

#4 Cc1ccc(-n2ncc(C(=O)NC3CC3)c2C2CCN(C(=O)OC(C)(C)C)CC2)cc1
  A: 5% | B: -4%[0.46 µM] | C: 2% | D: -3 | E: -20% | F: -0.8% | G: -7% | H: 6 | I: -1% | J: -2% | K: -7%

#6 CC1CCN(CCCNC(=O)C2CCCN(c3ncnc4c3nc3n4CCCCC3)C2)CC1 (stereo unspecified)
  A: -17% | B: . | C: 2% | D: -2 | E: 2% | F: -0.4% | G: 1% | H: 1 | I: 2% | J: 2% | K: -4%

#7 O=C(Nc1oc2ccccc2c(=O)c1-c1ccc(Cl)cc1)c1ccco1
  A: 3% | B: 2%[0.46 µM] | C: -2% | D: -22 | E: 22% | F: -0.5% | G: -2% | H: -4 | I: -2% | J: 7% | K: -4%

#10 CCOC(=O)/C=C1\SCC(=O)N1CC(=O)NCCc1ccc(F)cc1
  A: 7% | B: -1% | C: -1% | D: 11 | E: 3% | F: 0.0% | G: -5% | H: 8 | I: 3% | J: 0% | K: 1%

#9 CCc1nc(CNC(=O)c2cc(OC)c(OC)c(OC)c2)no1
  A: -21% | B: -22% | C: 5% | D: -6 | E: -8% | F: -0.2% | G: -1% | H: -4 | I: 0% | J: 2% | K: -2%

#8 CN(C(=O)CSc1nnc(-c2cccnc2)o1)C1CCCCC1
  A: -1% | B: . | C: 2% | D: ? | E: . | F: 0.0% | G: 3% | H: . | I: 0% | J: . | K: 0%

#1 COc1cccc(CN2C(=O)NC3(CCCCCC3)C2=O)c1
  A: 1% | B: -3% | C: 0% | D: 28 | E: ? | F: -0.3% | G: 0% | H: 6 | I: -2% | J: 3% | K: -1%

#3 O=C(NCc1ccco1)c1cc(-c2ccc(F)cc2)on1
  A: ? | B: -3% | C: -2% | D: -4 | E: 10% | F: -0.4% | G: -1% | H: -1 | I: -8%[7.66 µM] | J: -1% | K: -4%

Source: PubChem (National Center for Advancing Translational Sciences (NCATS))
